# Bioassay records from PubChem.
# Bcl-B Bim block – inhibitors of Bim-Bcl-B binding, primary screen, biochemical, multiplexed, human Bcl-2 family; Bcl-2-like protein 10 (Homo sapiens), Q9HD36; bead-based flow cytometry, Bim peptide-Bcl-B binding; inhibition, % at 10 µM; hit rate 0.073% among 190,000; AID 951, 2007;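 further: 0% = tracer peptide without compound and 100% = reference inhibitor peptide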
# Avidin bead fluor – green autofluorescence of compounds with avidin beads – biophysical, 488/530 nm, flow cytometry, artefact control, profiling panel. compound fluorescence 488/530 nm; active compounds read high. fluorescence (KMESF) at 10 µM. hit rate 0.38% among 220,000. AID 1775, 2009; in the data active means fluorescence above about 47; further: inactives centre near 10
# Bcl-XL Bim block – inhibitors of Bim-Bcl-XL binding, primary screen, biochemical, multiplexed, bead flow cytometry, human Bcl-XL; Bcl-2-like protein 1 (Homo sapiens), Q07817; Bim peptide-Bcl-XL binding, fluorescence; inhibition, % at 10 µM; hit rate 0.04% among 190,000; AID 1007, 2008
# ABCB1 inh – ABCB1 efflux pump inhibitors, primary screen, cell-based, multiplex, flow cytometry, ABCG2 counter-screen | CCRF-Adr cells, JC-1 efflux | inhibition, % at 6.6 µM | hit rate 0.067% among 190,000 | AID 1326, 2008; in the data active means inhibition above about 40%;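 further: 0% = vehicle and 100% = reference inhibitor; higher value means more JC-1 retained so stronger ABCB1 efflux block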
# Bcl-W Bim block – inhibitors of Bim binding to Bcl-W, primary screen, biochemical, multiplexed, bead-based flow cytometry; Bcl-2-like protein 2 (Homo sapiens), Q92843; Bim peptide-Bcl-W binding; inhibition, % at 10 µM; hit rate 0.02% among 190,000;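 further: 0% = bound tracer without compound and 100% = peptide blocker; higher means less fluorescent Bim peptide bound to Bcl-W beads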
# Bim-Bfl-1 – inhibitors of Bim binding to Bfl-1, primary screen, biochemical, multiplexed, bead-based flow cytometry; Bim-Bfl-1 binding inhibition; AID 1008, 2008; hit rate 0.12% among 190,000; Bcl-2-related protein A1 (Homo sapiens), Q16548; inhibition, % at 10 µM;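 further: 0% = wells without compound plus tracer and 100% = blocker peptide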
# GSH bead fluor – compound fluorescence on glutathione beads, profiling panel, artefact control, biophysical, 488/530 nm, flow cytometry. GSH beads flow cytometry, compound fluorescence 488/530 nm; active compounds read high. fluorescence (KMESF) at 10 µM. hit rate 0.25% among 190,000. AID 1776, 2009; in the data active means fluorescence above about 89;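 further: glutathione beads carrying GST-tagged Bcl family fusion proteins plus one bare bead set; values are compound well signal with DMSO vehicle wells as background; inactives centre near 16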
# ABCG2 inh – ABCG2 efflux pump inhibitors, primary screen, multiplex with ABCB1, IgMXP3 cells, flow cytometry | Broad substrate specificity ATP-binding cassette transporter ABCG2 (Homo sapiens), Q9UNQ0 | hit rate 0.1% among 190,000 | JC-1 efflux | inhibition, % at 6.6 µM;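 active means inhibition above 80%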;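 further: 0% = DMSO and 100% = nicardipine control wells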
# Target sequence (Q9UNQ0 whole entry, looked up): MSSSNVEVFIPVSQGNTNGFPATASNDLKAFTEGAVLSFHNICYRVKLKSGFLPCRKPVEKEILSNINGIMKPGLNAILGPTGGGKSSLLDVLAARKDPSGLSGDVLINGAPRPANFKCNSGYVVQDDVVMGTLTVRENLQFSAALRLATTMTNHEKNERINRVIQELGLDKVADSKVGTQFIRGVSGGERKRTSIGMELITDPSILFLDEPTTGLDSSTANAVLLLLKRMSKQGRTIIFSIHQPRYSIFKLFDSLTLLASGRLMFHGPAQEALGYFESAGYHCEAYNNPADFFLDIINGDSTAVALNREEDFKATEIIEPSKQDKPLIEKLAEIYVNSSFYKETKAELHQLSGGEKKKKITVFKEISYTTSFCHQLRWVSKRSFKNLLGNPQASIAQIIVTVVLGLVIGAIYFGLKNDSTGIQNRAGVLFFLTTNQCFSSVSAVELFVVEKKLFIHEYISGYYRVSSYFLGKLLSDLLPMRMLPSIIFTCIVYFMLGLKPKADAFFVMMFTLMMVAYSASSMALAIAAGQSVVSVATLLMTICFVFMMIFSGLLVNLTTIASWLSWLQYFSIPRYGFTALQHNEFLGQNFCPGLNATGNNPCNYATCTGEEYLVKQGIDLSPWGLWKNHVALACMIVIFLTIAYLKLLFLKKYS
#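 material = IgMXP3 (ABCG2) plus far-red-tagged CCRF-Adr (ABCB1) cells | amount = 3 million cells/mL, equal mix of both lines | also added = JC-1 transporter substrate | dosing = one concentration, 6.6 µM final | schedule = 10 min at 25 °C | measured by = flow cytometric JC-1 green MFI at 530 nm | read-out basis = percent efflux inhibition, scaled nicardipine 100% to DMSO 0%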
# RGS4-Gao reg – modulators of RGS4 binding to Galphao, primary screen, biochemical, multiplexed bead flow cytometry. Guanine nucleotide-binding protein G(o) subunit alpha (Homo sapiens), P09471. actives lie on both sides. binding response (% of control), % at 10 µM. hit rate 0.33% among 220,000. AID 1415, 2008; in the data active means binding response below about 49% or above about 150%; inactive means in between;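 further: fluorescent Galphao activated with aluminum fluoride binding bead-coupled RGS4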
# Bim-Bcl-2 – inhibitors of Bim-Bcl-2 binding, primary screen, biochemical, multiplexed, human Bcl-2 family; Apoptosis regulator Bcl-2 (Homo sapiens), P10415; Bead-based flow cytometry, Bim peptide-Bcl-2 binding; inhibition, % at 10 µM; hit rate 0.06% among 190,000; AID 950, 2007; in the data active means inhibition above about 40%; inconclusive means no clear call, values can overlap the other calls;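 further: 0% = no compound wells with probe peptide and 100% = reference peptide inhibitor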
# Target sequence (P10415 whole entry, looked up): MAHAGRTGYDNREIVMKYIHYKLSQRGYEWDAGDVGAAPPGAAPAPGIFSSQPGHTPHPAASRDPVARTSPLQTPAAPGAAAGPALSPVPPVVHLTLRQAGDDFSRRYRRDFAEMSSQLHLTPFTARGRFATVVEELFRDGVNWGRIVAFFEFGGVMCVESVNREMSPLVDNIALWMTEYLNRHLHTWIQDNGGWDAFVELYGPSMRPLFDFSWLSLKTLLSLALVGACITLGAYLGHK
# RGS7-Gao reg – RGS7-Galphao binding modulators, primary screen, biochemical, multiplexed bead flow cytometry | Guanine nucleotide-binding protein G(o) subunit alpha (Homo sapiens), P09471 | hit rate 0.35% among 220,000 | binding response (% of control), % at 10 µM | actives lie on both sides; in the data active means binding response below about 49% or above about 150%; inconclusive means no clear call, values can overlap the other calls; inactive means in between;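 further: fluorescent Galphao held in activated GDP-AlF4 state binding bead-coupled RGS7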
# Numbers without * were called inactive; ? = inconclusive. Unless noted, no stated cut-off is given here; in the data, active means inhibition above about 40%.
SMILES,Bcl-B Bim block,Avidin bead fluor,Bcl-XL Bim block,ABCB1 inh,Bcl-W Bim block,Bim-Bfl-1,GSH bead fluor,ABCG2 inh,RGS4-Gao reg,Bim-Bcl-2,RGS7-Gao reg
N#C/C(=C\c1ccncc1)C(N)=O,-2,10,0,0.6,0,-3,10,8,101,-1,101
CCOC(=O)c1ccc(NC(=O)N2CCN(c3ccccn3)CC2)cc1,0,15,-2,0.8,-1,0,16,5,93,-3,93
COc1ccc(-c2cc(C(F)F)n3ncc(C(=O)N4CCN5CCCC5C4)c3n2)cc1 (stereo unspecified),-2,29,-5,0.2,-1,0,12,2,97,-2,101
C=CCSc1nccc(-c2cc(Cl)sc2Cl)n1,-2,16,-1,0.0,2,-1,10,0,98,-1,102
CCC(C(=O)OCC(=O)Nc1cc(OC)ccc1OC)c1ccccc1 (stereo unspecified),2,12,-2,0.3,0,-2,71,7,101,-1,100
Cc1ccc(-n2c(Cc3cccn3C)nnc2SCC(=O)Nc2cc(C)on2)cc1,-7,9,-3,3.7,7,-8,9,6,102,-5,103
C/C(=N\NC(=O)CCc1ccccc1)C1C(=O)c2ccccc2C1=O,0,10,0,0.5,-1,-5,21,4,95,-1,94
O=C(OCC1OC2OC3(CCCCC3)OC2C2OC3(CCCCC3)OC12)c1ccccc1 (stereo unspecified),-5,4,-7,0.1,-4,-4,9,4,99,-4,98
COc1ccc(O)c(/C=N/NC(=S)Nc2cccc(S(=O)(=O)N(C)C)c2)c1,-15,2,0,0.4,1,2,5,-1,104,-1,101
O=C1OCC2=C1C(c1ccc(F)cc1)CC(=O)N2c1ccc(F)cc1 (stereo unspecified),0,5,0,0.2,0,-1,12,1,98,3,94
COc1ccc(/C=N/n2cnn(Cc3ccccc3Cl)c2=S)cc1OC,-30,9,-8,-0.2,-4,1,10,-1,109,-4,?
CCOC(=O)/C=C(\C)N1N=C(c2ccccc2)CC1c1ccccc1 (stereo unspecified),-3,10,0,-0.4,-2,-9,22,2,99,-2,100
CCSc1nnc(NC(=O)CCc2ccccc2)s1,-1,16,2,0.5,1,0,14,2,98,0,95
Cc1cc(C(=O)COC(=O)[C@H](C)NC(=O)c2ccco2)c(C)n1Cc1ccco1,-1,9,-1,0.2,-1,-3,10,0,100,0,?
O=C(COc1c(F)c(F)cc(F)c1F)NC(=O)NC1CCCC1,-5,9,-1,0.6,0,-9,5,4,103,-7,102
CC(C)c1ccc2c(c1)[C@H]1OCC[C@H]1[C@@H](c1cccs1)N2,-4,1,-1,1.4,-3,0,5,7,97,0,95
C=CCn1c(SCC(=O)c2ccc(O)c(O)c2)nnc1-c1ccccc1OC,-3,4,-9,-0.4,0,-5,247*,-2,57,-2,55
O=C(Nc1cc(C(F)(F)F)ccc1-n1cncn1)c1ccc(Br)cc1,-4,13,-6,0.1,-8,-2,15,5,83,0,81
CCO/C(C)=N/n1c2nc3ccccc3nc2c2c(=O)n(CC(C)C)c(C)nc21,-4,11,5,1.9,10,19,28,9,101,-3,103
NC(=O)CSc1nc2ccccc2n1Cc1ccccc1F,-4,7,-1,0.6,0,-1,19,3,104,0,107
COc1ccc(OC(=O)c2cccc(S(=O)(=O)N3CCCC3)c2)cc1,0,10,8,0.6,1,5,32,10,99,2,100
CCN(CC1COc2ccccc2O1)C(=S)Nc1ccc(F)cc1 (stereo unspecified),-5,17,-8,0.6,-2,-17,9,9,105,-10,103
CCOc1cc(/C=C(\C#N)C(=O)Nc2ccccc2[N+](=O)[O-])ccc1OCc1cccc2ccccc12,-4,20,0,-0.7,1,-3,9,-1,102,0,102
COc1cccc(C(=O)N(Cc2nc(-c3ccc(C)cc3)no2)C(C)C)c1,-10,11,-8,2.5,-3,-21,31,61,101,-14,99
COc1ccc(C(=O)Nc2cccnc2)cc1C(=O)Nc1cccnc1,-1,4,-1,0.6,1,0,18,1,100,1,102

# Some of the entries so far, with each value named:
CCOC(=O)c1ccc(NC(=O)N2CCN(c3ccccn3)CC2)cc1
  Bcl-B Bim block = 0 | Avidin bead fluor = 15 | Bcl-XL Bim block = -2 | ABCB1 inh = 0.8 | Bcl-W Bim block = -1 | Bim-Bfl-1 = 0 | GSH bead fluor = 16 | ABCG2 inh = 5 | RGS4-Gao reg = 93 | Bim-Bcl-2 = -3 | RGS7-Gao reg = 93

COc1ccc(-c2cc(C(F)F)n3ncc(C(=O)N4CCN5CCCC5C4)c3n2)cc1 (stereo unspecified)
  Bcl-B Bim block = -2 | Avidin bead fluor = 29 | Bcl-XL Bim block = -5 | ABCB1 inh = 0.2 | Bcl-W Bim block = -1 | Bim-Bfl-1 = 0 | GSH bead fluor = 12 | ABCG2 inh = 2 | RGS4-Gao reg = 97 | Bim-Bcl-2 = -2 | RGS7-Gao reg = 101

C=CCSc1nccc(-c2cc(Cl)sc2Cl)n1
  Bcl-B Bim block = -2 | Avidin bead fluor = 16 | Bcl-XL Bim block = -1 | ABCB1 inh = 0.0 | Bcl-W Bim block = 2 | Bim-Bfl-1 = -1 | GSH bead fluor = 10 | ABCG2 inh = 0 | RGS4-Gao reg = 98 | Bim-Bcl-2 = -1 | RGS7-Gao reg = 102

# Other records
SMILES,Bcl-B Bim block,Avidin bead fluor,Bcl-XL Bim block,ABCB1 inh,Bcl-W Bim block,Bim-Bfl-1,GSH bead fluor,ABCG2 inh,RGS4-Gao reg,Bim-Bcl-2,RGS7-Gao reg
Cc1ccc(NC(=O)CNc2ccc(OC(C)C)cc2)c(C)c1,-5,5,-3,0.2,-1,-2,19,0,107,7,103
Cc1nn(CCc2nn[nH]n2)c2nc(-c3ccc(Br)cc3)cc(C(F)(F)F)c12,3,12,0,-0.4,1,-4,17,2,104,0,105
CCOc1ccccc1C1C(C(N)=O)=C(C)Nc2nc(-c3ccccc3Cl)nn21 (stereo unspecified),-8,18,-5,0.7,0,-15,19,14,73,-7,91
Cc1nc(NS(=O)(=O)c2ccc(Br)cc2)c2c3c(sc2n1)CCC3,-2,7,0,0.5,-2,-2,20,1,106,0,101
Cc1cc(C)c(NS(=O)(=O)c2ccc3c(c2)NC(=O)CC(=O)N3)c(C)c1,-3,13,-5,0.8,-2,0,6,2,103,2,104
CC1CCN(c2nc3ccccn3c(=O)c2C=O)CC1,-4,10,-6,0.1,-4,-5,10,3,101,-4,101
O=C(NCCc1c[nH]c2ccccc12)[C@@H]1C[C@H]1[C@@H](NP(=O)(c1ccccc1)c1ccccc1)c1ccccc1,-8,10,-2,0.8,-1,-1,18,0,103,-3,105
O=C1NC(=O)/C(=C/c2ccc(O)cc2)S1,-3,22,-3,0.6,2,-6,8,1,98,1,99
Cc1ccccc1NC(=O)Cc1c(O)c2ccccc2[nH]c1=O,-3,12,-1,0.2,1,-4,23,1,99,-1,95
CCC(CO)NC(=O)c1ccc(-c2nn(C)c(=O)c3ccccc23)cc1 (stereo unspecified),-3,6,-12,0.0,2,-10,30,1,101,-4,100
COC(=O)c1sc(N2C(=O)C(O)=C(C(=O)c3ccc(C)o3)C2c2ccc(F)cc2)nc1C (stereo unspecified),1,7,-2,-1.4,1,3,25,-7,73,2,72
CC(=O)c1cccc(NS(=O)(=O)N2CCCCC2)c1,-6,16,-5,0.2,0,-9,44,1,98,-8,98
Cc1cccc(NC(=S)NC2CC3CCCC(C2)N3Cc2ccccc2)c1C (stereo unspecified),-12,9,-1,0.0,-4,0,10,0,99,-1,?
COC(=O)C1C2C=CC3(CN(C4CCCC4)C(=O)C13)O2 (stereo unspecified),-2,14,0,0.1,-3,-3,64,0,105,-3,104
COC(=O)CNC(=O)COC(=O)c1cc(SC)ccc1Cl,-2,28,-3,0.4,-1,-4,17,2,103,-2,101
CCn1c(C)cc(/C=C2\NC(=O)N(Cc3ccc(Cl)cc3)C2=O)c1C,-5,10,-2,0.4,3,-7,10,2,103,-5,99
O=C(CCn1c(=S)oc2ccccc21)Nc1cccc(O)c1,1,0,-1,0.2,0,-1,16,3,22*,-1,9.9*
Cc1cccc(-c2cnn(-c3cccc([N+](=O)[O-])c3)c2N)c1,-4,11,0,1.5,0,-4,17,13,96,-1,?
CC(=O)Nc1ccccc1C(=O)N1CC(C)OC(C)C1 (stereo unspecified),-4,5,0,0.0,4,-9,23,0,97,-2,98
Cc1ccc(S(=O)(=O)NCCSCc2ccccc2)cc1,-5,23,-2,0.3,-4,-3,17,0,101,-3,102
NC(=O)Nc1ccc(Oc2ncc(C(F)(F)F)cc2Cl)cc1,-6,10,-4,-1.1,-1,-8,16,-2,100,-3,102
c1ccc(Cn2nnc3c(N4CCc5ccccc54)ncnc32)cc1,0,17,2,0.2,1,-6,10,2,91,-1,100
COc1ccccc1OCc1ccc(C(=O)n2nc(C)c(Cl)c2C)o1,-7,4,-5,0.1,1,-7,22,1,99,-5,100
CCOC(=O)C1=C(C)N=C2SC(C(=O)OC)=CC(=O)N2C1c1cc(OC)c(OC)c(OC)c1 (stereo unspecified),4,20,0,-0.7,1,6,10,-2,102,4,99
CCCS(=O)(=O)N1CCN(C(=O)c2cccnc2)CC1,-4,6,-7,0.3,-1,-7,14,3,57,-9,48*
C=CCc1cccc(OC)c1OCCOCCNCCO,-9,10,-7,-8.2,0,-7,12,-6,104,-8,104
O=C(Cc1ccc2c(c1)CCCC2)Nc1ccccc1Cl,-18,6,-5,0.5,-5,6,21,1,104,-4,102

# Just Bim-Bfl-1, for some of the entries so far:
structure,Bim-Bfl-1
COC(=O)C1C2C=CC3(CN(C4CCCC4)C(=O)C13)O2 (stereo unspecified),-3
COC(=O)CNC(=O)COC(=O)c1cc(SC)ccc1Cl,-4
CCn1c(C)cc(/C=C2\NC(=O)N(Cc3ccc(Cl)cc3)C2=O)c1C,-7
O=C(CCn1c(=S)oc2ccccc21)Nc1cccc(O)c1,-1
Cc1cccc(-c2cnn(-c3cccc([N+](=O)[O-])c3)c2N)c1,-4
